HIV fusion peptide: inhibitors of HIV fusion peptide binding, primary screen, biochemical, uHTS, fluorescence dequenching (AID 1986). 290,000 compounds, 0.3% hits. inhibition, % at 20 µM; hits with a dose series show IC50 in µM. cell-free peptide binding, fluorescence dequenching, 30 min; higher % means a stronger effect; in the data active means inhibition mostly above about 52%, no sharp cut-off; inactive means mostly below about 76%; further: some results filed as inactive read as strong as hits
Salmonella PhoP GFP: inhibitors of PhoP regulon expression, primary screen, Salmonella Typhimurium, GFP reporter (AID 1863) | 300,000 compounds, 0.16% hits | one-dose inhibition, % at 50 µM; IC50 in µM for titrated hits | S. Typhimurium PhoP-regulated promoter GFP reporter, 4 h; higher % means a stronger effect;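 active means inhibition over 29.93%, a cutoff 3 SD above the screen mean, later confirmed by dose response; inconclusive means inhibition over 29.93% but no dose response follow-up; inactive means inhibition at most 29.93% or unconfirmed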;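 further: 0% = low Mg2+ inducing control and 100% = high Mg2+ repressing control; strong numbers were not always called active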
SIAH1 antagonists: Siah-1 peptide-binding antagonists, primary screen, biochemical, fluorescence polarization, rhodamine-plectin, uHTS (AID 1817) | 290,000 compounds, 0.02% hits | Siah-1 / rhodamine-plectin peptide fluorescence polarization; higher % means a stronger effect | displacement, % at 20 µM, or IC50 in µM where a hit was titrated;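 active means displacement of at least 50% at 20 µM, with a fluorescence ratio check between 0.3 and a set limit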;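 further: plate controls were Siah plus tracer with DMSO for no effect and tracer alone without Siah for full effect; strong numbers were not always called active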
GPR35 antagonists: GPR35 antagonists blocking zaprinast-driven arrestin recruitment, primary screen, imaging, U2OS, beta-arrestin-GFP, zaprinast agonist (AID 2058) | G-protein coupled receptor 35 (Homo sapiens) | one-dose inhibition, % at 10 µM; IC50 in µM for titrated hits | 290,000 compounds, 0.052% hits | U2OS GPR35 beta-arrestin-GFP translocation imaging, zaprinast antagonism; higher % means a stronger effect;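 active means inhibition of at least 50% with at least 30 cells and total cytoplasm GFP at most 10,000,000; inconclusive means under 30 cells or total GFP of 10,000,000 plus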
NTR1 agonist: agonists of NTR1, primary screen, imaging, U2OS cells, beta-arrestin-GFP, high content (AID 493036) | Neurotensin receptor type 1 (Homo sapiens), P30989 | NTR1-U2OS beta-arrestin-GFP spot imaging, agonist mode | activation, % at 20 µM | 330,000 compounds, 0.17% hits;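 active means activation at or above 40% of the spot to cytoplasm intensity ratio, with at least 20 cells analyzed; inconclusive means wells under 20 cells, flagged as cytotoxic or low count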;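 further: 0% = DMSO without peptide and 100% = 100 nM NTR1 peptide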
Target sequence (P30989 whole entry, looked up): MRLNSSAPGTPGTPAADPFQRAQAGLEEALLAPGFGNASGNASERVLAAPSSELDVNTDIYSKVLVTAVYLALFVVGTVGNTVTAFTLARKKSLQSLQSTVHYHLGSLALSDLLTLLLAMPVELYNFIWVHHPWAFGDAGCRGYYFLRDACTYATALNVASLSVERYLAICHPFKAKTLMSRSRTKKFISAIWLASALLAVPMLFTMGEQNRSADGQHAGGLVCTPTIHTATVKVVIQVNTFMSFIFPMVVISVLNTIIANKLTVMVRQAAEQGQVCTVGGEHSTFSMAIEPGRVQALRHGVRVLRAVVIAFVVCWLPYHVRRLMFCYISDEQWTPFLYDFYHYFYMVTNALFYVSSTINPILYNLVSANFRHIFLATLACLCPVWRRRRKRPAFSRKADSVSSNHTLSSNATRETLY
MgcRacGAP inhibition: MgcRacGAP GTPase-activating activity inhibitors, confirmation, biochemical, ADP Hunter fluorescence; Rac GTPase-activating protein 1 (Homo sapiens); AID 624330, 2012; MgcRacGAP-stimulated Rac1 GTP hydrolysis, ADP Hunter fluorescence; higher % means a stronger effect; GST-tagged Rac1 F28L mutant substrate; one-dose inhibition, % at 30 µM; IC50 in µM for titrated hits; 340,000 compounds, 0.6% hits;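 active means first-screen hits whose inhibition reached a set limit at any dose in the follow-up dose series; inconclusive means inhibition above the set first-screen limit but never retested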;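 further: fluorescence reports GDP produced by GAP-driven GTP hydrolysis; strong numbers were not always called active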
Myeloid diff 2: induction of myeloid progenitor differentiation, primary screen, cell-based, flow cytometry, MLPCN library; ER-HoxA9 myeloid progenitors, lysozyme-GFP differentiation; calls only at 10 µM; 360,000 compounds, 1% hits;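 active means normalized GFP-positive differentiation at or above the plate's own cutoff, the solvent-only control mean plus 3 SD; inconclusive means no clear call, values can overlap the other calls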;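 further: cells exposed to compound for four days before flow analysis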
LYP phosphatase: inhibitors of LYP phosphatase, biochemical, fluorescence intensity, uHTS (AID 1779) | Tyrosine-protein phosphatase non-receptor type 22 (Homo sapiens) | recombinant LYP phosphatase, fluorescence intensity; higher % means a stronger effect | 290,000 compounds, 0.054% hits | inhibition, % at 11.5 µM; hits with a dose series show IC50 in µM; in the data active means inhibition above about 50%;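 further: plate controls were vehicle with enzyme for no effect and no enzyme for full effect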
GPR55 LPI antagonism: GPR55 antagonists blocking LPI-driven arrestin recruitment, primary screen, imaging, U2OS, beta-arrestin-GFP, LPI agonist (AID 2013); inhibition, % at 10 µM; hits with a dose series show IC50 in µM; U2OS GPR55 beta-arrestin-GFP translocation imaging, LPI antagonism; higher % means a stronger effect; 290,000 compounds, 0.13% hits;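 active means spots per cell inhibited over 60%, with over 100 cells counted and total cytoplasm intensity under 500,000; inconclusive means wells with under 100 cells, flagged as likely toxic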;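 further: U2OS cells stably carrying GPR55 and arrestin-GFP stimulated by 5 µM LPI near EC80; imaged beta-arrestin-GFP aggregate spots per cell after agonist stimulation; plate controls were LPI-stimulated DMSO wells for no effect and DMSO wells without LPI for full effect; some results filed as inactive read as strong as hits; confirmed hits need IC50 under 10 µM and bright autofluorescent wells are also inconclusive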
NTR1 agonist cell count 20 µM: recorded beside NTR1 agonist, whose call it bears; cell count; measured here: cell count, cytotoxicity flag
Myeloid diff 2 GFP+ MAC1+ %: second read-out of Myeloid diff 2, no call of its own (marks repeat the call); GFP+ MAC1+ double positive, %; measured here: differentiation confirmed by MAC1 staining
An asterisk follows results filed as active; i = inactive; u = inconclusive; x = no result given.

SMILES	HIV fusion peptide	Salmonella PhoP GFP	SIAH1 antagonists	GPR35 antagonists	NTR1 agonist	NTR1 agonist cell count 20 µM	MgcRacGAP inhibition	Myeloid diff 2	Myeloid diff 2 GFP+ MAC1+ %	LYP phosphatase	GPR55 LPI antagonism
O=S1(=O)CC=C(CSC(=S)NC2CCS(=O)(=O)C2)C1 (configuration not stated)	0.8%	7%	-5%	10%	0.3	56	-2%	i	0.4	-4%	72%*
CC(=O)N/C(=N\c1nc(C)cc(C)n1)Nc1ccc2ccccc2c1	-1.0%	-3%	-1%	18%	15	63	-3%	i	0.4	-2%	16%
CCN(CC)CCn1c2c(c(SCC(=O)Nc3ccc(C)c(F)c3)nc1=O)CCC2	x	10%	x	x	1.2	67	10%	i	1.8	x	x
O=C(NC(=S)NC1CCS(=O)(=O)C1)c1cccs1 (configuration not stated)	0.4%	-7%	3%	-10%	2.0	58	11%	i	1.1	-9%	8%
CNC(=O)c1oc(-c2ccc(Cl)cc2)nc1C	0.6%	-5%	6%	1%	-0.9	23	9%	i	0.9	-11%	6%
C=CCNC(=O)NC(=O)Cn1c(=O)c2c(ncn2CC)n(Cc2ccccc2)c1=O	-1.3%	3%	-1%	0%	-1.6	86	10%	i	0.4	-8%	-9%
O=C(O)C1=C[C@@H](C2CCCCC2)C[C@@H](OCc2ccc(CO)cc2)O1	3.3%	-2%	-2%	-7%	-0.1	53	7%	i	1.0	-6%	6%
O=C(O)CCC(=O)Nc1sc2c(c1C(=O)Nc1cccc3ccccc13)CCCCC2	34%	21%	10%	-14%	7.7	83	3%	i	0.4	2%	18%
CC(Cl)C(=O)c1c[nH]c2ccccc12 (configuration not stated)	-0.4%	2%	2%	7%	-1.2	53	7%	i	0.3	0%	2%
COc1ccc(C(=O)Nc2ccc(N3CCN(C(=O)c4ccccc4)CC3)cc2)cc1[N+](=O)[O-]	-2.0%	2%	0%	-5%	2.1	56	12%	i	0.1	-4%	0%
CCOc1ccccc1CNC(=O)c1ccc2c(c1)N(CC)CCS2	-2.9%	x	7%	-7%	0.1	88	7%	i	1.5	-14%	-2%
Fc1ccc(NC(=S)NC2CC3CCC(C2)N3Cc2ccco2)cc1 (configuration not stated)	-0.1%	-5%	-2%	2%	2.8	45	6%	i	0.2	-2%	1%
N#C/C(=C/c1cccc(O)c1)C(=O)NCc1ccc(Cl)cc1	-0.5%	-4%	1%	-8%	14	53	24%	i	0.3	2%	-8%
Cc1ccc(N2CCN(CCCCN3C(=O)C4CCCN4C3=O)CC2)cc1 (configuration not stated)	1.4%	-7%	1%	11%	-1.2	68	6%	i	0.7	63%*	8%
CCOc1cc(C(=O)N/N=C/C2CC=CCC2)cc(OCC)c1OCC (configuration not stated)	-2.1%	1%	-1%	0%	1.0	42	-20%	i	0.4	-5%	-9%
CCCCNC(=O)c1cn(CC(C)C)c(=O)c2c1c1ccccc1n2C	-0.9%	0%	-3%	0%	2.9	101	9%	i	0.2	-10%	6%
COc1ccc(/C=N/NC(=O)C(=O)N2CCCCCC2)cc1O	-1.2%	10%	-8%	-7%	1.1	64	12%	i	1.1	-10%	2%
Oc1c(Br)cc(Br)cc1C=NCc1ccccc1	36%	102µM*	5%	-53%	2.0	56	19%	i	0.0	0%	-2%
Cc1ccccc1CN1CCN(CC(=O)NC(C)c2ccccc2)CC1 (configuration not stated)	2.7%	2%	-2%	-2%	-0.8	62	8%	x	x	-9%	3%
OCCn1c(Cl)nc2ccccc21	-0.8%	-1%	4%	5%	0.3	60	7%	i	1.5	0%	11%
COCc1ccc(C(=O)N2CCCC(C(=O)c3ccc(SC)cc3)C2)o1 (configuration not stated)	0.4%	0%	4%	-16%	1.6	60	3%	x	x	-4%	11%
Cc1cc(/C(N)=N/OC(=O)c2ccc(Cl)cc2)no1	-0.9%	0%	12%	2%	-0.4	39	x	i	0.5	-7%	2%
COc1ccccc1-n1cn[nH]c1=S	-3.0%	0%	4%	4%	-0.2	72	1%	i	0.3	-6%	-4%
CCOc1ccccc1OCC(=O)Nc1nc2ccccc2[nH]1	-1.8%	-5%	-2%	18%	3.7	64	3%	i	0.1	-3%	7%
COc1ccc(C(O)CNc2ccc(C)cc2)cc1 (configuration not stated)	1.1%	-1%	2%	-6%	2.0	53	13%	i	0.9	-4%	6%
CCn1cc(C(=O)N2CCc3ccccc32)c(=O)c2cc(S(=O)(=O)N3CCOCC3)ccc21	-1.1%	-8%	-6%	-6%	-1.1	80	8%	i	0.5	4%	5%
O=C(/C=C/c1ccccc1)NCC1(c2ccccc2)CCOCC1	-0.9%	2%	8%	-2%	-1.1	51	11%	i	0.6	4%	-5%
O=C(/C=C/c1ccccc1)OCCCCN=C1NS(=O)(=O)c2ccccc21	1.2%	0%	-1%	0%	2.1	35	2%	i	0.5	3%	8%
CNC(=O)/C(C#N)=C/c1c(N2CCN(c3cccc(Cl)c3)CC2)nc2c(C)cccn2c1=O	-0.3%	10%	0%	1%	6.1	56	9%	x	x	-28%	9%
Cc1noc(C)c1CSCC(=O)Nc1ccc(S(=O)(=O)C(F)F)cc1	x	-3%	x	x	-0.4	46	10%	i	0.9	x	x
Cc1ccc2[nH]c3c(=O)n(Cc4ccco4)cnc3c2c1	0.7%	-3%	14%	12%	3.6	63	9%	i	0.1	-11%	-2%
N/C(=N\OC(=O)Cc1ccc([N+](=O)[O-])cc1)c1ccccn1	-3.0%	-5%	-6%	-18%	x	x	4%	i	0.1	0%	-2%
CC(=O)NC(CC(=O)N(Cc1ccccc1)c1cccc(C)c1)c1ccccc1 (configuration not stated)	-1.6%	3%	-3%	12%	-0.8	55	11%	i	1.0	-2%	18%
Cc1ccc(C(C(=O)NC2CCCC2)N(Cc2ccc(F)cc2)C(=O)c2snc(C(N)=O)c2N)o1 (configuration not stated)	-1.2%	5%	0%	-5%	3.7	52	7%	i	1.2	-5%	-17%
COc1ccc(-c2c(C#Cc3ccsc3)c3ccccc3n2C)cc1	10%	1%	9%	-5%	2.2	88	12%	i	1.4	-4%	-9%
O=C(CC1Nc2c3ccccc3nc(=S)n2C1=O)NC1CCCCC1 (configuration not stated)	-1.6%	-5%	8%	4%	0.7	59	x	x	x	-2%	8%
COc1ccc(Cl)cc1NC(=O)CN1CCN(S(=O)(=O)N2CCC(C)CC2)CC1	0.0%	-6%	0%	-4%	0.3	39	3%	i	3.4	-5%	-5%
COc1ccc(OCC(=O)Nc2cc(NC(=O)c3ccco3)ccc2OC)cc1	-0.4%	9%	0%	-9%	0.6	89	5%	i	0.6	-6%	-6%
O=C(c1cc2c(s1)CCCC2)N1CCN(S(=O)(=O)c2ccccc2C(F)(F)F)CC1	1.6%	15%	6%	4%	9.1	73	0%	i	0.8	6%	4%
COc1ccc(CC(=O)NNC(=S)Nc2ccccc2)cc1Cl	-3.0%	3%	-11%	0%	-0.6	49	11%	i	0.6	-3%	1%
CCCOc1ccc(C(=O)N/N=C/c2c[nH]c3ccc(Br)cc23)cc1	-0.1%	12%	-1%	-2%	8.1	48	x	i	1.3	1%	43%
COc1ccc([N+](=O)[O-])cc1/C=N/NC(=O)CNC(=O)C(c1ccccc1)c1ccccc1	-0.1%	9%	-1%	15%	1.7	63	8%	i	0.4	5%	10%
O=C(NN=C1C2CC3CC(C2)CC1C3)c1ccncc1	-0.9%	-4%	4%	4%	2.0	37	10%	i	1.1	-2%	2%
Nc1c(Cl)cc(Cl)cc1C(=O)OCC(=O)N1CCCC1	-2.2%	23%	-4%	10%	0.4	74	2%	i	2.7	-12%	-6%
O=C(CCn1c(=O)oc2ccccc21)N1CCc2ccccc21	30%	-8%	-3%	2%	-1.0	79	1%	i	0.8	4%	-6%
COc1ccc(C(CNC(=O)Nc2cccc(C)c2)N2CCN(C)CC2)cc1 (configuration not stated)	-0.9%	-1%	-7%	-24%	0.6	56	9%	i	0.9	-11%	-15%
Cc1ccc(NC(=O)Nc2nc3ccccc3s2)cc1NC(=O)Nc1nc2ccccc2s1	1.2%	-6%	1%	-3%	1.1	101	10%	i	0.6	4%	12%
CC(=O)c1cnc2nc(C)nn2c1C	18%	-6%	4%	9%	-2.4	68	9%	i	1.2	-7%	-8%
Nc1nc(Nc2ccccc2)nc2ccccc12	-2.0%	-22%	4%	3%	-2.8	86	9%	i	0.8	-2%	9%
CCOC(=O)c1ccc[n+](CC(=O)c2ccc(OC)cc2)c1	7.7%	-10%	-4%	10%	1.4	55	-5%	u	x	-2%	10%
CCN(C(=O)C1CCCN(c2nc(-c3ccc(OC)cc3)no2)C1)c1ccc(OC)cc1 (configuration not stated)	-1.0%	x	-1%	20%	1.4	70	5%	i	5.3	-8%	-4%
CC1CCCC(C)N1C(=O)COC(=O)C1CCN(S(=O)(=O)c2ccc3c(c2)OCCO3)CC1 (configuration not stated)	x	-5%	x	x	-0.4	63	-2%	i	0.5	x	x
CC(Oc1ccc(F)cc1)c1ccnc2nc(/N=C/N(C)C)nn12 (configuration not stated)	-1.2%	3%	-2%	5%	0.1	72	0%	i	0.6	-9%	6%
CCOC(=O)C1CCCN(C(=O)c2ccc(C)cc2O)C1 (configuration not stated)	-1.2%	-4%	-5%	-4%	-1.2	85	6%	i	1.5	-5%	2%
Cc1cc(C)cc(N(CC(=O)NC2CCCC2)C(=O)C2(C)CC(=O)N=C3C=CC=CN32)c1 (configuration not stated)	-0.6%	4%	5%	10%	0.1	28	0%	i	1.1	-12%	0%

High-throughput results as filed in PubChem.
